Screening data as filed in PubChem.
mcGAS MS inh = inhibitors of mouse cGAS; actives 0.18% (n = 130,000); Q8C6L5; inhibition, % at 12.5 µM; recombinant mouse cGAS, cGAMP by RapidFire MS; AID 1259397;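 active means inhibition of cGAS enzyme activity at or above 60%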;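 further: enzyme stimulated by 45 bp dsDNA with ATP and GTP substrates; cGAMP share of summed cGAMP plus half ATP and half GTP signals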
Target sequence (Q8C6L5 whole entry, looked up): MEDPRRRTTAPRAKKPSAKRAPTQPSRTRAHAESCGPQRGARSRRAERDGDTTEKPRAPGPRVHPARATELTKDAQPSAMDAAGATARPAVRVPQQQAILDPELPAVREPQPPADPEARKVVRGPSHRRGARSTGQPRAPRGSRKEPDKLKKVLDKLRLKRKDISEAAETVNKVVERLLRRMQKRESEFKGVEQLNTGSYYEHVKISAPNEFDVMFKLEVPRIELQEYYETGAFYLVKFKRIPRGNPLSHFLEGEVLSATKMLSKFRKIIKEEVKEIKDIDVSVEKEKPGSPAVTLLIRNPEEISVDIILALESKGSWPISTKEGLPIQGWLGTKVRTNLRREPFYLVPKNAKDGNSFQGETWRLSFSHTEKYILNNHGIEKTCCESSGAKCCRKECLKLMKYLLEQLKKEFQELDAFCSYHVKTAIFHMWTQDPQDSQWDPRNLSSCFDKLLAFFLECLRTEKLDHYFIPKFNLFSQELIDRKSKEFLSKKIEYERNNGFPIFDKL
* = called active by the depositor; & = joins results of further samples. The list is partial (hit frequency here may not be typical).

SMILES	mcGAS MS inh
Cc1nnsc1CN(C)C1CCN(c2ccc3c(c2)OCO3)CC1	-2
O=C(NC1CCCCC1)C(=Cc1ccsc1)C(=O)NC1CCCCC1	-10
COc1cccc(C(C)N(C)Cc2nc(-c3cccs3)no2)c1 (centres undefined)	-5
Cc1nnc(-c2ccccc2NC(=O)C2CCCS2)o1 (centres undefined)	3
CN(Cc1ccno1)C(=O)CC1COCCN1 (centres undefined)	-29
CCNc1nc2ccccc2c2nnc(-c3ccco3)n12	-4
O=C(Oc1cc(OC(=O)c2ccccc2)c2c(c1)O[C@H](c1ccc(OC(=O)c3ccccc3)c(OC(=O)c3ccccc3)c1)[C@@H](OC(=O)c1ccccc1)C2)c1ccccc1	-8
Cc1c(CN2CCOC3(CNCCOC3)C2)[nH]c2ccc(F)cc12 (centres undefined)	4
Cc1ccccc1OC1CN(C(=O)CCN2CCCO2)C1	-42
C=CCn1c(C)cn2c3c(=O)n(CCOCC)c(=O)n(C)c3nc12	0
Cn1c(=O)c2c(nc(CN3CCN(c4ccccc4F)CC3)n2CCN2CCOCC2)n(C)c1=O	-2
CC1=NN(C(=O)c2ccc(C)o2)C(O)(c2ccccc2)C1 (centres undefined)	0
Cc1noc(C)c1CNCc1ccc(S(C)(=O)=O)cc1	9
CC(C)c1ccc2cc(C(=O)N3C[C@H](N(C)C)C[C@H]3CO)[nH]c2c1	-17
CC1CCC(N(C(=O)c2cc(C3CC3)[nH]n2)C2CC2)CC1 (centres undefined)	-7
COc1ccc(CS(=O)(=O)c2nncn2C2CC2)c(Cl)c1	-13
Nc1nc2ccc(Cl)cc2c2nc(-c3ccco3)nn12	11
CC(NC(=O)c1ccc(F)c(S(N)(=O)=O)c1)c1ccc(C#N)cc1 (centres undefined)	-9
c1coc(CCn2ccnc2-c2cccc3nonc23)c1	7
Cc1cccc(C(=O)NC2CCC(C(=O)N3CCSCC3)CC2)n1 (centres undefined)	-5
COc1ccccc1CCNc1cccc(F)c1C#N	-3
CCCn1nccc1C(=O)N1CCCN(Cc2ccc(F)cc2)C(C(C)C)C1 (centres undefined)	0
OC(CN1CCCCC1)C12CC3CC(CC(C3)C1)C2 (centres undefined)	-2
CCSc1nnc(Cn2c(=O)sc3ccccc32)n1CCc1ccccc1	3
CS(=O)(=O)Cc1ccc(C(=O)N2CCC2c2ccccc2)cc1 (centres undefined)	-5
Cn1ccnc1CN(CCO)C(=O)C1CC=CCC1 (centres undefined)	-10
CC(C)Sc1ccc(Cl)cc1NC(=O)C1COCCO1 (centres undefined)	2
CNS(=O)(=O)c1ccc(-c2ccc(/C=C(/C#N)c3ccccn3)o2)cc1	-3
CCC(C(=O)Nn1cnc2c(cnn2C(C)(C)C)c1=O)c1ccccc1 (centres undefined)	-2
O=C1NS(=O)(=O)c2ccccc21	6
CC1CCNC1c1ccc(C(F)(F)F)cc1 (centres undefined)	-7
Cn1nnc2c(SCc3ccccc3)ncnc21	-5
O=C(NCc1nncn1-c1ccccc1)C1CCCCC1	-17
O=[N+]([O-])c1cccc(-c2nc(-c3ccncc3)no2)c1	-12
COCC(=O)Nc1cccc(-c2cccc(OC)c2F)c1	-21
CC(CNCc1cn[nH]c1-c1ccc(F)cc1)Oc1cccnc1 (centres undefined)	-6

No new results follow: entries from further up.
SMILES	mcGAS MS inh
Cn1nnc2c(SCc3ccccc3)ncnc21	-5
O=C(NCc1nncn1-c1ccccc1)C1CCCCC1	-17
O=[N+]([O-])c1cccc(-c2nc(-c3ccncc3)no2)c1	-12
COCC(=O)Nc1cccc(-c2cccc(OC)c2F)c1	-21
CC(CNCc1cn[nH]c1-c1ccc(F)cc1)Oc1cccnc1 (centres undefined)	-6

Next part.
SMILES	mcGAS MS inh
CCCC(C)c1nnc(NC(=O)Cc2[nH]nc3ccccc23)s1 (centres undefined)	-17
COc1ccc2nc(N(CCN3CCOCC3)C(=O)c3ccc([N+](=O)[O-])o3)sc2c1	-5
CC[C@H]1CN(C(=O)CCc2ccc(S(=O)(=O)NC)cc2)CC[C@@]1(C)O	-16
O=C(NCc1ccccc1)c1csc(N2CCN(Cc3ccccc3)C2=O)n1	-5
CN(C(=O)C(N)c1ccccc1)C1CCSC1 (centres undefined)	-16&-8
CCCNC(=O)CN(C)C(=O)NC(c1ccc(C(C)C)cc1)C(C)C (centres undefined)	1
O=C(c1cccc(S(=O)(=O)Cc2ccccc2)c1)N1CC(OCC(F)F)C1	-5
CCc1nnc(SCC(=O)N2CCCC(C(=O)c3ccc(-c4ccccc4)cc3)C2)o1 (centres undefined)	-2
COc1ccccc1OCCN(C)CCNC(=O)OC(C)(C)C	-26
COc1ccc(-n2c(SCC(=O)c3ccccc3)nc3c(c2=O)SC(C)C3)cc1 (centres undefined)	-6
CS(=O)(=O)NC1CCN(Cc2cc3n(n2)CCCNC3)CC1	2
O=S(=O)(NCc1ccccc1)N1CCN(CC2CCCO2)CC1 (centres undefined)	-7
CC(C)CS(=O)(=O)CC(=O)N1CC(c2ccc(F)cc2)CC1C (centres undefined)	0
Cc1ccc(C)c(NC(=O)/C(C#N)=C/c2ccc(Sc3nc(C)cc(C)n3)o2)c1	-2
COc1cc(OC)cc(OCCO)c1	-3
O=C(NC1(C(F)(F)F)N=C(c2ccccc2)NC1=O)c1ccccc1 (centres undefined)	-6
O=C1NCC2(CCCN(C(=O)c3cc(-c4ccccc4)nc4ccccc34)C2)O1 (centres undefined)	-13
Cn1c(=NC(=O)c2ccc(Cl)s2)sc2cc(S(C)(=O)=O)ccc21	-7
CC(=O)Nc1ccc(NC(C)C(=O)NCc2cccs2)cc1Cl (centres undefined)	-3
Clc1ccc(Sc2ncccn2)cc1	-2
Cc1ccc(Nc2nc(N3CCN(C)CC3)nc3nccnc23)cc1Cl	2
O=C(CCN1C(=O)c2ccccc2C1=O)Nc1ccccc1C(=O)N1CCOCC1	-23
Cc1cnc(C(=O)Nc2ccc(S(=O)(=O)NC3=NCCC3)cc2)cn1	-2
CCCCNC(=O)c1ccc(Cl)cc1O	7
CC1CCN(C(=O)c2cccc(NC(=O)c3cccnc3)c2)C1 (centres undefined)	0
CN(C)C(C(=O)N1CCC(Cn2cccn2)CC1)c1ccc(F)cc1 (centres undefined)	-8
COC(=O)c1ccc2c(=O)[nH]c(CS(=O)(=O)c3ccc(C)cc3)nc2c1	5
NS(=O)(=O)c1ccc(Sc2ccccc2F)nc1	6
COc1cccc(NC(=O)c2ccccc2N(C)C(=O)CCC(=O)N2CCC(C)CC2)c1	4
COc1cccc(NC(=O)C2(C)CCN2C(=O)c2cccc(F)c2)c1 (centres undefined)	-18
CC[C@@H](NC(=O)N[C@H]1C[C@H]2C(=O)NCC(=O)N2C1)c1ccccc1	-21
O=C(c1cc(-c2ccc(F)cc2)c[nH]1)N1CCN(c2ccccc2O)CC1	-5
Cc1nc(C)c(CC(=O)N2CCC3(CC2)C(=O)Nc2ccccc23)c(=O)[nH]1	-7
COCC(C)NC(=O)c1cc2c(C)nn(Cc3ccccc3)c2s1 (centres undefined)	-29
C=CCN1C(=O)c2ccccc2NC1c1ccccc1OC (centres undefined)	-2
CCCN(C(=O)CNC)[C@@H]1CCCC[C@H]1O	-9
Cc1[nH]n2c(=O)c(C#N)c(-c3ccccc3)nc2c1-c1ccccc1	7
CCOc1cn(C)c(C(=O)NCc2ccc3c(c2)OCO3)cc1=O	-6
CCc1nc(CN2CCC(c3[nH]ncc3Cc3ccccc3)CC2)c(C)[nH]1	-26
CC1(C(=O)Nc2cccc(NS(C)(=O)=O)c2)CCN1Cc1ccc2c(c1)OCCO2 (centres undefined)	-8
O=C(CN1CCN(c2ccc(F)cc2)CC1)Nc1cccc2ncccc12	-4
CC1CCN(CCNS(=O)(=O)c2ccc(F)cc2F)CC1	-7
O=[N+]([O-])c1cc(F)ccc1S(=O)(=O)Nc1ccc2c(c1)OCCO2	-2
CC(=O)N1CCOC(CNC(=O)c2ccc(Oc3ccccc3)o2)C1 (centres undefined)	-20
CC(C)c1ccc(NC2CCCN(C(=O)CCn3c(=O)[nH]c4ccccc43)C2)cc1 (centres undefined)	-1
CN(Cc1ccccc1Cl)Cn1nc2ccccn2c1=O	-1
Cc1noc(C)c1Cn1c(C)c(C(=O)NCc2cccc(Cl)c2)sc1=O	-4
COc1cccc(C(=O)N2CCCC(OCc3ccccc3)C2)c1 (centres undefined)	-3
O=C(c1ccccc1C1CCNC1)N1CCc2nnc(-c3ccccc3)n2CC1 (centres undefined)	-2
CS(=O)(=O)c1ccccc1NC(=O)COC(=O)c1cccnc1N	-12
CN(Cc1ccccc1C(F)(F)F)CC1CCOCO1 (centres undefined)	-36
COc1ccc2c(c1)sc(=N)n2Cc1cc(C)cc2cccnc12	-5
Cc1ccc(-n2ncc3c(=O)n(NC(=O)c4ccc5ccccc5c4)cnc32)cc1C	-5
Cc1c(C(=O)N2Cc3cnc(-c4ccccc4)nc3C2)cnc2ccnn12	-10
FC(F)(F)c1nc2nc(-c3ccco3)cc(C(F)(F)F)n2n1	-3
CC(=O)c1nc(N2C(=O)CC(Cc3cccc(C)c3)C2=O)sc1C (centres undefined)	-2
O=C(CC1Sc2ccc(C(F)(F)F)cc2NC1=O)NC1CC1 (centres undefined)	-9
O=C1CCCN1CCCNS(=O)(=O)c1cccc(Cl)c1F	5
CCOc1ccc(-c2ccc(C)c(NC(=O)c3ccc(S(=O)(=O)N(C)C)cc3)c2)nn1	-1
O=C(Nc1ccccc1Cl)C(=O)N1CC[C@H](O)[C@@H](O)C1	-6

Further compounds follow:
SMILES	mcGAS MS inh
CCn1nc(C(=O)N2CCCN(C(=O)Oc3ccccc3)CC2)ccc1=O	6
CC(=O)Nc1cncc(-c2ccccc2CN(C)C)n1	-6
CN1CCCC2(CCN(C(=O)COCc3nc4ccc(F)cc4[nH]3)C2)C1=O (centres undefined)	-7
OC1CCN(c2nccn3ccnc23)CC1	3
CCCn1nc(C(=O)NNC(=O)c2c(C)noc2C)c2ccccc2c1=O	6
Cc1cc(C)cc(NC(=O)C(c2ccccc2)N2CCN(C)CC2)c1 (centres undefined)	-5
COc1cc(OC)cc(C(CC(=O)Nc2ccc(C)cc2)c2cnc3cc(C)ccn23)c1 (centres undefined)	1
COc1ncccc1C(=O)N1CCC(n2nccc2NC(=O)C(OC)c2ccccc2)CC1 (centres undefined)	-3
O=C(CCc1ccccc1)NCCc1nc2ccccc2n1C(F)F	-13
COc1ccc(C2=N/C(=C\c3coc4c(Cl)cc(Cl)cc4c3=O)C(=O)O2)cc1[N+](=O)[O-]	9
O=C(N[C@@]1(c2ccccc2)CCCC[C@H]1O)c1cccnc1N1CCCNCC1	-6
CC1(c2cccs2)NC(=O)N(Cc2cccc(C(F)(F)F)c2)C1=O (centres undefined)	-13
Cc1cccc(S(=O)(=O)NC(=O)C2(C)CCN2C(=O)CCc2ccccc2)c1 (centres undefined)	-9
O=C1CCC(C(=O)N2CCN(c3ccccc3)CC2)CN1CCCN1CCOCC1 (centres undefined)	-8
O=C(CN1CCC1c1ccccc1F)Nc1ccc(Br)cc1 (centres undefined)	-1
COc1ccc(N2CCC(NC(=O)c3sccc3C)CC2)cc1	-9
OCC(O)C(O)C(O)c1cnn(-c2ccccc2)n1 (centres undefined)	-8&-5
COc1ccc(C2c3c(n(C)c(=O)n(C)c3=O)N=C3c4ccccc4C(=O)C32)cc1OC (centres undefined)	-2
Cc1ccc(Cl)c(C(=O)NC2CCCN(C(=O)C3CC3)C2)c1 (centres undefined)	-4
CCC1CN(c2cnn(C)c(=O)c2Br)CCO1 (centres undefined)	-19
COC(=O)Cc1[nH]nc2c1C(C1C=CCCC1)C(C#N)C(=N)O2 (centres undefined)	-10
CCc1nc2ncc3c(=O)n(CCCN(C)C)ccc3n2n1	-5
CC(=O)Nn1cnc2c(cnn2-c2ccc(C)cc2)c1=O	1
O=C(Nc1ccc2c(c1)OCO2)N(CC1CCCCC1)C1CC1	-23
COC(=O)c1sccc1NC(=O)c1ccc(COc2cc(Cl)ccc2Cl)o1	-3
CCC(=O)c1cc2c(cc1NC(=O)c1ccccc1)OCCO2	-5
CN(C(=O)CCCNC(=O)C1CC1)c1cc(C2CCCCC2)[nH]n1	3
CCN(CC(=O)Nc1ccc(F)c(F)c1)CC(=O)Nc1ccccc1OC	-1
CCCn1c(N)c(C(=O)CN2CCCc3cc(C)ccc32)c(=O)[nH]c1=O	6
CC1CN(C(=O)c2ccc(CNC(=O)C3=C(Cl)CCCC3)cc2)CC(C)O1 (centres undefined)	-14
CSCCSc1nnc(Nc2ccc(C(C)C)cc2)s1	-8
CCC1(C)NC(=O)N(/N=C\C2=Cc3cc(Cl)cc(Cl)c3OC2)C1=O (centres undefined)	-6
Cc1cccnc1CC(C)N(C)C(=O)c1ccoc1C (centres undefined)	-6
O=C(Nc1nc(C2CC2)cs1)C1COc2ccccc2C1 (centres undefined)	-15

Of the compounds above, these contain an NH in an aromatic ring:
SMILES	mcGAS MS inh
Cc1c(CN2CCOC3(CNCCOC3)C2)[nH]c2ccc(F)cc12 (centres undefined)	4
CC(C)c1ccc2cc(C(=O)N3C[C@H](N(C)C)C[C@H]3CO)[nH]c2c1	-17
CC1CCC(N(C(=O)c2cc(C3CC3)[nH]n2)C2CC2)CC1 (centres undefined)	-7
CC(CNCc1cn[nH]c1-c1ccc(F)cc1)Oc1cccnc1 (centres undefined)	-6
CCCC(C)c1nnc(NC(=O)Cc2[nH]nc3ccccc23)s1 (centres undefined)	-17
COC(=O)c1ccc2c(=O)[nH]c(CS(=O)(=O)c3ccc(C)cc3)nc2c1	5
O=C(c1cc(-c2ccc(F)cc2)c[nH]1)N1CCN(c2ccccc2O)CC1	-5
Cc1nc(C)c(CC(=O)N2CCC3(CC2)C(=O)Nc2ccccc23)c(=O)[nH]1	-7
Cc1[nH]n2c(=O)c(C#N)c(-c3ccccc3)nc2c1-c1ccccc1	7
CCc1nc(CN2CCC(c3[nH]ncc3Cc3ccccc3)CC2)c(C)[nH]1	-26
CC(C)c1ccc(NC2CCCN(C(=O)CCn3c(=O)[nH]c4ccccc43)C2)cc1 (centres undefined)	-1
CN1CCCC2(CCN(C(=O)COCc3nc4ccc(F)cc4[nH]3)C2)C1=O (centres undefined)	-7
COC(=O)Cc1[nH]nc2c1C(C1C=CCCC1)C(C#N)C(=N)O2 (centres undefined)	-10
CN(C(=O)CCCNC(=O)C1CC1)c1cc(C2CCCCC2)[nH]n1	3
CCCn1c(N)c(C(=O)CN2CCCc3cc(C)ccc32)c(=O)[nH]c1=O	6
